# PfG6PD inh: PfG6PD (Plasmodium falciparum) enzyme inhibition; PfGluPho enzyme, NADPH resazurin-diaphorase fluorescence; inhibition, % at 20 µM; actives 0.78% (n = 350,000); AID 504690;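 active = inhibition reaching at least a set limit at 20 µM in the primary screen, cut at about 59% in these data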;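 note: 0% = DMSO wells with substrate and 100% = DMSO wells lacking glucose-6-phosphate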
# SENP6 block: blocks the human protease SENP6; Q9GZR1; Recombinant SENP6 catalytic domain, aminoluciferin luminescence; inhibition, % at 10 µM; actives 1.8% (n = 330,000); AID 2599;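 active = inhibition above about 50% at the single tested dose, limit read from the data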;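 note: plate controls were DMSO wells with enzyme for no effect and DMSO wells lacking enzyme for full effect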
# HKDC1 inhibitor: HKDC1 (human) hexokinase inhibition; Q2TB90; AID 493160; recombinant HKDC1, G6PDH/diaphorase resazurin coupled fluorescence; inhibition, % at 20 µM; actives 0.16% (n = 340,000);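 active = inhibition above about 35% when tested at 20 µM, limit read from the data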;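 note: plate controls were DMSO wells with enzyme for no effect and DMSO wells lacking enzyme for full effect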
# Target sequence (Q2TB90 whole entry, looked up): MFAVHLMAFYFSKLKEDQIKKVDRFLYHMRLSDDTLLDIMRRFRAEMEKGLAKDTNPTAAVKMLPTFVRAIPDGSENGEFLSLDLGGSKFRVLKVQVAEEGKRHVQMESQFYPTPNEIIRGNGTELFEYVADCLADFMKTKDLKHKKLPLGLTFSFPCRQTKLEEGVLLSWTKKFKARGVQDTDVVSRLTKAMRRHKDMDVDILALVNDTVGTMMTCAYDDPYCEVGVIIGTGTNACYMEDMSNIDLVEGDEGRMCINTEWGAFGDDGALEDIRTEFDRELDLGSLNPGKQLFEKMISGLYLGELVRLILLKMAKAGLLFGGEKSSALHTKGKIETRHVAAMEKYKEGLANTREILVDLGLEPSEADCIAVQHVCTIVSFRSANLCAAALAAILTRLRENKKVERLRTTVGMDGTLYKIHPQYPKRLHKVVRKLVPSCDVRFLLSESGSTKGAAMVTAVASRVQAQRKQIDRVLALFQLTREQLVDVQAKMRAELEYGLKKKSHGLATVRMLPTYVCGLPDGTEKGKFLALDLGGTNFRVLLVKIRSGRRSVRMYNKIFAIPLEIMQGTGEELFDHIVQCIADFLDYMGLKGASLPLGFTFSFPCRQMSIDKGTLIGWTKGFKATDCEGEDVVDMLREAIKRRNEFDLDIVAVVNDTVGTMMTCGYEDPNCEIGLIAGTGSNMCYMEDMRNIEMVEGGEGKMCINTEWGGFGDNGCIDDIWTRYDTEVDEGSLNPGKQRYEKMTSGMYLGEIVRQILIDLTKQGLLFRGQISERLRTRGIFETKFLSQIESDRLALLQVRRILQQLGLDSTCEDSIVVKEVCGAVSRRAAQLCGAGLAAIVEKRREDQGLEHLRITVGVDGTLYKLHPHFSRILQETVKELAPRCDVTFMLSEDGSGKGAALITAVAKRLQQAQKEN
#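 Material: recombinant HKDC1 hexokinase; Amount: HKDC1 at 5 µg/mL; Medium: Tris pH 8.0 buffer with MgCl2, Tween-20, BSA, BME; Schedule: 90 min reaction incubation at room temperature, dark; Technique: coupled resazurin fluorescence, excitation 525 nm, emission 613 nm.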
# SENP7 block: blocks the human protease SENP7 | AID 434973 | Q9BQF6 | recombinant SENP7, Z-RLRGG-aminoluciferin luminescence, 40 min | actives 1.5% (n = 330,000) | inhibition, % at 5 µM;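 active = inhibition above about 50% at the single test dose, limit read from the data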;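 note: plate controls were DMSO with enzyme for no effect and no enzyme buffer wells for full effect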
# SENP8 block-1: blocks the human protease SENP8. Q96LD8. purified SENP8, Z-RLRGG-aminoluciferin cleavage, luminescence. inhibition, % at 10 µM. actives 1.2% (n = 330,000). AID 2540; in the data active = inhibition above about 50%
# Target sequence (Q96LD8 whole entry, looked up): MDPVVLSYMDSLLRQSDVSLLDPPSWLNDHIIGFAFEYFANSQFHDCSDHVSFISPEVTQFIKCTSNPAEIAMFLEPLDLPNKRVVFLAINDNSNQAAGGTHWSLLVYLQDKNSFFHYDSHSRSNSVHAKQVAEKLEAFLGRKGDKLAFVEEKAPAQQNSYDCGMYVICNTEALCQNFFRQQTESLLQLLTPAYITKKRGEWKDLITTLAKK
# SENP1 FRET inh: blocks the human SENP1 SUMO protease catalytic domain. Q9P0U3. recombinant SENP1 catalytic domain, CyPet-SUMO1-YPet FRET cleavage. inhibition, % at 10 µM. actives 0.21% (n = 360,000). AID 624204;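 active = inhibition at least 30% at 10 µM, raw YFP signal under a set limit, fluorescence ratio 0.5 to 1.5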;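 note: 0% = enzyme with DMSO and 100% = no enzyme wells; some results filed as inactive read as strong as hits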
#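 Test system: recombinant human SENP1 catalytic domain, His6-tagged / Medium: pH 8 Tris buffer with EDTA, NaCl, BME, BSA, NP40, catalase / Also added: SUMO1 FRET substrate flanked by Cypet and Ypet, 25 nM / Times: 50 min reaction at room temperature / Signal: FRET, CFP and YFP emission / Control set: no-enzyme low control and enzyme-plus-DMSO high control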
# SENP8 block-2: inhibitors of human SENP8 protease. inhibition, % at 20 µM. actives 0.64% (n = 360,000). recombinant SENP8, Nedd8 substrate fluorescence. AID 602440; in the data active = inhibition mostly above about 40%, no sharp cut-off; inactive = mostly below about 27%
# Apaf-1 inh: blocks human Apaf-1 apoptosome activity | O14727 | inhibition, % at 20 µM | actives 0.71% (n = 330,000) | reconstituted apoptosome caspase-3 activity, DEVD-Rh110 fluorescence | AID 489030; active = inhibition of at least 40% at 20 µM;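 note: plate controls were DMSO wells for no effect and DEVD-CHO caspase inhibitor wells for full effect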
#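 detection = Rh110 fluorescence intensity | test system = biochemical Apaf-1 apoptosome reconstitution | also added = cytochrome c and DEVD-Rh110 substrate | schedule = 30 min plus 50 min, RT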
# The depositor's hits bear a star; nt = not tested or not shown.
SMILES,PfG6PD inh,SENP6 block,HKDC1 inhibitor,SENP7 block,SENP8 block-1,SENP1 FRET inh,SENP8 block-2,Apaf-1 inh
CCOc1ccccc1NC(=S)N1CCC(NC(=O)NC23CC4CC(CC(C4)C2)C3)CC1,-9,-32,-6,8,8,1,2,7
COc1ccc(CCNC(=O)Cc2ccc([N+](=O)[O-])cc2)cc1OC,-11,-17,-3,1,2,1,10,-10
CC(C(=O)NC1C=CS(=O)(=O)C1)N1C(=O)/C(=C\c2ccccc2)SC1=S (stereo unspecified),4,-15,-6,-11,-8,2,13,7
COc1ccccc1C(=O)NC(=S)Nc1ccccc1N1CCCCC1,2,-4,-1,-10,5,0,3,-4
CCN(Cc1cc(=O)oc2cc(C)ccc12)c1ccccc1,11,7,0,2,-8,1,6,14
COc1ccc2[nH]c(=O)c(CNc3ccccc3C)cc2c1,47,5,14,-1,-1,-6,-301,2
O=C(c1ccc2c(c1)OCO2)N(c1ccc(F)cc1)C1C=CS(=O)(=O)C1 (stereo unspecified),-8,-25,-6,-4,-4,2,8,6
O=C(Nc1ccc(N2CCOCC2)cc1)c1ccc(COc2ccccc2)cc1,-12,-11,-4,-5,-6,-1,5,15
Cc1cccc(OCC(=O)NNC(=O)c2cc3ccccc3oc2=O)c1,-5,9,-6,0,0,3,-59,13
Cc1ccc(-n2nnnc2-c2ccccc2Br)cc1,62*,1,1,11,-1,-1,17,1
Cc1ccc(C)c(NC(=O)c2cc(-c3cc(C)ccc3O)n[nH]2)c1,-7,32,1,66*,22,2,12,15
CCN(CC)CCn1c(=N)n(CCO)c2ccccc21,-7,-28,-6,11,-5,2,28,6
CCCCNC(=O)c1cc(-c2ccc(OC)cc2)on1,-13,-20,4,-13,-19,1,8,0
COc1cccc(/C(C)=N/NC(=O)Cc2c(C)[nH][nH]c2=O)c1,0,-3,-10,-2,-2,4,12,-9
CC(OC(=O)c1ccco1)C(=O)Nc1nc(-c2ccccc2)cs1 (stereo unspecified),27,9,-5,8,-6,-1,14,10
Cc1ccc(-c2noc(C3CCCN(C(=O)c4ccccc4Br)C3)n2)o1 (stereo unspecified),14,-11,5,3,5,-9,-7,14
Cc1ccc(CNC(=O)c2ccc(N3CCC4(CC3)CC(c3ccccc3)=NO4)c([N+](=O)[O-])c2)cc1,12,2,-3,-4,-1,0,10,10
COc1cccc(OC)c1OC(=O)c1ccccc1,-7,nt,-3,nt,nt,3,16,nt
O=C(NN1C(=O)C2C3C=CC(C3)[C@H]2C1=O)c1cccnc1 (stereo partly specified),9,-7,-14,-8,-10,1,5,10
O=C(O)Cc1sc(Nc2ccc(F)cc2)nc1-c1cccs1,30,-10,-4,-7,-3,-34,-45,19
COC(=O)CNC(=O)C1Cc2ccccc2CN1S(=O)(=O)c1ccc(F)cc1 (stereo unspecified),11,-36,0,4,-1,0,20,1
O=C1C(Cl)=C(Nc2ccccc2O)C(=O)N1CCc1ccccc1,46,10,-2,-1,4,41*,33,19
COc1ccc(NC(=O)COC(=O)CCNC(=O)c2ccco2)cc1Cl,-1,4,-7,5,-2,1,9,-6
COc1ccc(-c2nc(N)n(C(=O)c3ccccc3)n2)cc1,13,-7,-9,-5,-16,4,-1,2
Cc1ccc(CNC(=O)C2=NNC(=O)CC2)cc1,-4,1,15,6,5,1,6,-5

# An excerpt from above, showing only SENP1 FRET inh and SENP7 block.
SMILES | SENP1 FRET inh | SENP7 block
CCOc1ccccc1NC(=S)N1CCC(NC(=O)NC23CC4CC(CC(C4)C2)C3)CC1 | 1 | 8
COc1ccc(CCNC(=O)Cc2ccc([N+](=O)[O-])cc2)cc1OC | 1 | 1
CC(C(=O)NC1C=CS(=O)(=O)C1)N1C(=O)/C(=C\c2ccccc2)SC1=S (stereo unspecified) | 2 | -11
COc1ccccc1C(=O)NC(=S)Nc1ccccc1N1CCCCC1 | 0 | -10
CCN(Cc1cc(=O)oc2cc(C)ccc12)c1ccccc1 | 1 | 2
COc1ccc2[nH]c(=O)c(CNc3ccccc3C)cc2c1 | -6 | -1

# (continued)
SMILES,PfG6PD inh,SENP6 block,HKDC1 inhibitor,SENP7 block,SENP8 block-1,SENP1 FRET inh,SENP8 block-2,Apaf-1 inh
CCc1cccc(C)c1NC(=O)C1CCCN1C(=O)NCc1ccccc1 (stereo unspecified),3,-20,-8,0,-5,0,-2,11
COc1ccc(-c2cc(-c3cc(OC)ccc3O)[nH]n2)cc1,46,-2,5,45,26,-5,-14,18
N=c1c(C(=O)NC2CCCCC2)cc2c(=O)n3ccccc3nc2n1CCc1ccccc1,-4,-21,-5,6,3,-24,-295,8
Nc1c(C(=O)CSc2n[nH]c(-c3ccccc3)n2)c(=O)[nH]c(=O)n1C1CC1,2,8,-5,0,8,0,1,1
Cc1ccc(/C=N/NC(=O)c2ccccc2OCc2ccc(F)cc2)o1,-3,8,-6,7,2,1,-12,10
CCCC(=O)C1=C(N2CCCCC2)CC(C)(C)C(C(=O)OC)C1=O (stereo unspecified),8,-8,-6,2,-2,2,10,6
CNC(C)C#Cc1ccc2c(=O)c3ccccc3oc2c1 (stereo unspecified),12,9,-2,-11,-3,0,-143,20
S=C(NCc1ccncc1)NC1CCCC1,-10,-3,-10,-5,4,1,-12,-6
CC(C)(C)C(=O)N1CCN(c2ncccc2C(F)(F)F)CC1,-10,7,-1,3,-6,0,1,-21
COc1ccc(CCN2CC(C(=O)NCCc3cn[nH]c3)CCC2=O)cc1 (stereo unspecified),-11,-7,0,-11,-14,3,5,-7
COC(=O)c1ccc(NC(=O)C[n+]2ccccc2C)cc1,-4,12,3,4,2,-1,15,-11
C=CCn1c(SCC(=O)c2ccc(O)c(O)c2)nnc1-c1cccc(C)c1,-6,-3,-3,-2,9,3,12,-2
NC(=O)c1cc2ccccc2oc1=NCc1ccccc1,22,-2,3,0,-2,-2,-16,16
CSc1cc(C)nc(N(C)C(C)=O)n1,-19,-9,-12,-1,-7,3,6,2
CSCC[C@@H](C(=O)NCCCCCCCCCCC(=O)N1CCNCC1)n1cc(CCO)nn1,-6,-12,1,5,2,0,5,-6
Cc1ccc(C)c(OCCC(=O)OCC(=O)NC(=O)NCc2ccccc2)c1,6,-7,-5,-2,5,0,-7,10
COC(=O)C1CCN(C(=O)NC2CC(=O)N(c3ccc4c(c3)OCCO4)C2)CC1 (stereo unspecified),4,-17,-6,-4,-2,1,5,0
O=[N+]([O-])c1ccc(NCCNS(=O)(=O)c2ccccc2)c(C(F)(F)F)c1,-7,2,0,0,1,2,33,11
CCCCn1c(SCC(=O)c2ccccc2)nc2ccsc2c1=O,2,0,-6,-2,0,2,13,2
COc1ccccc1N1CCN(/N=C/c2c(C)nn(-c3ccccc3)c2C)CC1,4,-19,-7,2,2,0,15,8
O=C(NC1CCCC1)C1CCC(=O)N1C1CCCCC1 (stereo unspecified),-15,7,-2,3,6,0,13,-4
CCN(CC)C(=O)CN1C(=O)COCC1=O,-18,-21,5,5,3,2,8,1
CCCCC(=O)Nc1ccccc1N1CCN(c2ccc(F)cc2)CC1,23,14,5,3,-9,-1,22,2
CC(C)(C)N(Cc1ccccc1)C(=O)COC(=O)C1=NN(c2ccccc2)C(=O)CC1,7,-13,-1,-6,-6,1,6,-6
Nc1nnnn1/N=C/c1ccc(Br)cc1,5,-6,2,-2,-4,0,7,-9

# 3 compounds out of the list above, ordered by their value in SENP7 block, ascending:
SMILES	SENP7 block
Cc1ccc(C)c(OCCC(=O)OCC(=O)NC(=O)NCc2ccccc2)c1	-2
CCc1cccc(C)c1NC(=O)C1CCCN1C(=O)NCc1ccccc1 (stereo unspecified)	0
O=C(NC1CCCC1)C1CCC(=O)N1C1CCCCC1 (stereo unspecified)	3

# Next compounds:
SMILES,PfG6PD inh,SENP6 block,HKDC1 inhibitor,SENP7 block,SENP8 block-1,SENP1 FRET inh,SENP8 block-2,Apaf-1 inh
Cc1cccc(Cn2nc(C)cc2NC(=O)CCCn2ccc([N+](=O)[O-])n2)c1,-1,13,5,-9,4,2,11,2
CC(Oc1ccccc1Cl)C(=O)N1CCOCC1 (stereo unspecified),-7,-11,-8,0,7,1,3,-6
C/C=C/C=C\C(=O)Nc1cccc(C2=NOC3(C2)C[C@H](C(N)=O)N(C(=O)CC#N)C3)c1 (stereo partly specified),6,-11,4,9,-3,-19,-11,-23
COc1ccccc1CNC(=O)COC(=O)c1cc2ccccc2o1,-10,-17,-5,10,-3,2,11,5
CCOC(=O)c1cc(N)cc([N+](=O)[O-])c1,11,7,-11,0,0,1,16,-8
O=C(NCc1ccco1)C1CCN(C(=O)c2cc3sccc3n2Cc2ccc(Cl)cc2)CC1,-2,-14,-3,-3,-5,-1,8,19
O=C(OCCOc1ccccc1Cl)c1ccc(-n2cnnn2)cc1,23,39,2,19,15,2,11,9
Cn1c2ccccc2c2cnn(CC(=O)Nc3ccc(F)cc3F)c(=O)c21,-10,22,-4,1,6,-3,-40,6
CCN(CC)CCNC(=O)Cn1nc(-c2ccc(C)cc2)ccc1=O,6,0,-10,-6,-8,0,-26,-12
CC[n+]1c(-c2ccc(C)cc2)csc1Nc1c(C)n(C)n(-c2ccccc2)c1=O,28,-14,-11,1,-2,2,20,10
O=C1C2C3CCC(C3)C2C(=O)N1Cc1ccco1 (stereo unspecified),13,-1,1,-6,-3,2,6,3
COCC(=O)OC1CCn2c1nc1c2C(=O)C(C)=C(NC(C)=O)C1=O (stereo unspecified),123*,nt,68*,nt,nt,2,96*,nt
CCOc1ccc(N2C(=O)CC(NCc3ccc(F)cc3)C2=O)cc1 (stereo unspecified),-3,-10,-4,-2,-10,1,13,0
S=C(NC1CCCC1)NC1CC1,-17,-8,-4,-1,-4,2,10,3
COc1ccc(-c2cc3ccccc3n2CC(O)Cn2nc(C)cc2C)cc1 (stereo unspecified),28,5,11,7,3,-20,-113,20
N#Cc1c(-c2ccccc2)nc2n(c1=O)CCS2,-3,-3,4,12,2,0,1,8
O=C(Nc1nc(-c2ccccc2)cs1)c1ccccc1F,1,0,0,-8,3,1,-10,2
C/C=C/C(O)c1ccc2ccccc2c1 (stereo unspecified),nt,-21,nt,10,-13,nt,nt,4
CC(=O)NNC(=S)NC(=O)c1ccc(C)cc1,-10,-7,0,-2,-4,1,-3,-9
O=[N+]([O-])c1cc(S(=O)(=O)N2CCCC2)ccc1SCCO,-10,22,-6,9,-8,-1,4,-5
Cc1ccc(C)c(NC(=S)N2CCN(S(C)(=O)=O)CC2)c1,13,8,-2,-4,4,8,3,8
Cc1cc(N)n(-c2ccccn2)n1,4,2,0,7,-9,0,33,3
CC(NC(=O)C1CCC(=O)N1Cc1ccccc1Cl)c1ccccc1 (stereo unspecified),1,3,-1,5,5,0,29,2
CCOC(=O)C(C)Sc1nnc2n1C(C)(C)Cc1ccccc1-2 (stereo unspecified),3,5,4,-2,1,1,14,-4
COc1ccc(-c2oc3ccccc3c(=O)c2OCC(=O)O)cc1,-17,-14,-6,4,-7,-2,-392,7
O=C(/C=C/C=C/c1ccc2c(c1)OCO2)N1CCCCC1,18,42,-7,23,31,-2,-73,3

# Full records, quoted from the list. Order of screens: PfG6PD inh	SENP6 block	HKDC1 inhibitor	SENP7 block	SENP8 block-1	SENP1 FRET inh	SENP8 block-2	Apaf-1 inh
# CC(NC(=O)C1CCC(=O)N1Cc1ccccc1Cl)c1ccccc1 (stereo unspecified) in the list: 1	3	-1	5	5	0	29	2
# COCC(=O)OC1CCn2c1nc1c2C(=O)C(C)=C(NC(C)=O)C1=O (stereo unspecified) in the list: 123*	nt	68*	nt	nt	2	96*	nt

# Screening results as filed in PubChem.
